ALOX12 inhib: qHTS Assay for Inhibitors of 12-hLO (12-human lipoxygenase). Potency, µM (doses to about 57.1 µM), without a hit: at the top dose activity change, negative = inhibition, most hits filed as inhibitors. purified 12-hLO, xylenol orange hydroperoxide absorbance. AID 1452, 2008. 0.12% of 150,000 active; note: potency is the fitted concentration of half-maximal effect; nearly all actives have a fitted effect of over 55% in size; many of its hits are not listed in these tables
Target sequence (P18054 whole entry, looked up): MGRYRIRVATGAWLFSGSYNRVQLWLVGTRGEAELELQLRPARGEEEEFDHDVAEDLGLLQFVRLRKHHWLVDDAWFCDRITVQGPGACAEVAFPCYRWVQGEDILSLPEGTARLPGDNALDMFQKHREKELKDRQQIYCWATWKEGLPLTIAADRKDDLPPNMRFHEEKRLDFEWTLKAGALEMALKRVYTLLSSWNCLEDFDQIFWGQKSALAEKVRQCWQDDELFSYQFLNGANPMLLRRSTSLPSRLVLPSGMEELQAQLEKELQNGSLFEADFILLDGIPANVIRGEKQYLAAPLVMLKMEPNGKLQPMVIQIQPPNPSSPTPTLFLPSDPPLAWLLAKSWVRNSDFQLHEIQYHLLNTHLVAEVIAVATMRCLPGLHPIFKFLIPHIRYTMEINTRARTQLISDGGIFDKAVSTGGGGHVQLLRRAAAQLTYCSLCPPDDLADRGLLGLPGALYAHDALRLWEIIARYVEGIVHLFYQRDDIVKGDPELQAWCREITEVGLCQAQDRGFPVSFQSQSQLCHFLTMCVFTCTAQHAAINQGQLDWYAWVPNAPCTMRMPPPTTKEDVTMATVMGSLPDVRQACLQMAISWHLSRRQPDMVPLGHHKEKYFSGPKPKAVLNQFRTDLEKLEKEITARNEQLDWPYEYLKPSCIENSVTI
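Hydroperoxide output read as Fe(III)-xylenol orange absorbance, 573-to-405 nm ratio, after 30 min reaction with 40 uM arachidonic acid. Enzyme: 150 nM purified human 12hLO, 15 min compound preincubation; 25 mM Hepes pH 7.0, room temperature.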
IMPase inh: qHTS Assay for Identifying the Cell-Membrane Permeable IMPase Inhibitors. CHO-M1 cells, IP1 accumulation, HTRF TR-FRET ratio. inhibition (IP1 accumulation), % at 46.1 µM. 120,000 tested, under 10 active. AID 901, 2007; active = well fitted curve in the direction sought with a large enough effect in the signal ratio, not every such curve was filed as active; inconclusive = small, poorly fitted or top-dose-only effect, or a change in a side signal; inactive = no such curve, though single readings can be large or run the other way; the % refers to the signal ratio;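 note: cells stimulated with carbachol in lithium chloride buffer; plate controls were DMSO basal wells for no effect and reference inhibitor wells for full effect; higher means more IMPase inhibition seen as more IP1 and lower FRET ratio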
Target sequence (P97697 whole entry, looked up): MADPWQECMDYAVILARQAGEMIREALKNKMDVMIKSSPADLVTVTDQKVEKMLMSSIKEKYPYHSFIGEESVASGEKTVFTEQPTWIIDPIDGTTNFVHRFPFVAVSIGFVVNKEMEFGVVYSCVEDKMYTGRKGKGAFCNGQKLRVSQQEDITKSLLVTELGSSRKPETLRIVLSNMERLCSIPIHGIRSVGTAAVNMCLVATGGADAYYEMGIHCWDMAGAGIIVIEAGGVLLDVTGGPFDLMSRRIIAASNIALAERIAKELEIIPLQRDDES
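Cellular IMPase inhibition is scored as a rise in cytosolic IP1, detected by competitive TR-FRET between d2-labelled IP1 and a europium anti-IP1 antibody. M1-expressing CHO cells were stimulated with carbachol for 30 min at 37C, with lithium (50 mM LiCl) present in the buffer.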
PNC assembly inh: High Content Assay for Compounds that inhibit the Assembly of the Perinucleolar Compartment | PC3M PTB-GFP, PNC prevalence imaging, 16 h; hits give low values | activity change (PNC), negative = inhibition, % at 10 µM | 3.1% of 140,000 active;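 active = readout at or below -70, meaning at least 70% loss of cells showing the perinucleolar compartment, a nuclear body marking cancer cells; inconclusive = readout between -30 and a set limit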;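 note: plate controls were DMSO wells for no effect and camptothecin positive control wells for full effect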
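Compounds are pinned in duplicate onto adhered PC3M cells stably expressing GFP-tagged PTB and incubated 16 h at 37 C. Cells are then fixed, nuclei stained with Hoechst, and PNC-positive cells counted.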
ALOX15B inhib: qHTS Assay for Inhibitors of 15-hLO-2 (15-human lipoxygenase 2); AID 881, 2007; Potency, µM (highest dose often 57.1 µM), inactives show at the top dose activity change, negative = inhibition, most hits filed as inhibitors; Polyunsaturated fatty acid lipoxygenase ALOX15B (Homo sapiens), O15296; purified 15hLO-2, xylenol orange hydroperoxide absorbance; 0.56% of 110,000 active; note: potency is the fitted concentration of half-maximal effect; nearly all actives have a fitted effect of over 60% in size; many of its hits are not listed in these tables
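Purified human 15hLO-2 (50 nM final) preincubated with compounds 15 min at room temperature in 25 mM Hepes pH 7.5, 0.01% Triton X-100, then 45 uM arachidonic acid added for 90 min; hydroperoxide detected via ferrous/xylenol orange, 573/405 nm absorbance ratio.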
Numbers without * were called inactive; ? = inconclusive; / = no result given; [ ] = another dose, or the depositor's remark. Unless noted, calls come from the whole dose curve; as a rule, active = well fitted curve in the direction sought with a large enough effect; inconclusive = small, poorly fitted or top-dose-only effect, or another doubt; inactive = no such curve, though single readings can be large; an effect the other way counts as inactive or inconclusive. Unless noted, % is set by controls: 0 for no effect and ±100 for the full control effect. Not all compounds are listed; count on the stated rates, not on these rows.

SMILES	ALOX12 inhib	IMPase inh	PNC assembly inh	ALOX15B inhib
Cc1c(NC(=S)N/N=C/c2ccc(N(C)C)cc2)c(=O)n(-c2ccccc2)n1C	-2%	/	14	/
O=C(CN1C(=O)c2ccccc2C1=O)N1CCN(c2ccccn2)CC1	1%	0	-6	-3%
Nc1nnnn1NCc1cccc(OCc2ccccc2)c1	10%	-1	12	5%
CCN(CC)CCOCCOc1ccccc1F	3%	1	-1	-1%
O=C(COC(=O)CCC(=O)c1ccc2c(c1)OCCO2)NCc1ccc2c(c1)OCO2	-5%	2	29	1%
FC(F)(F)c1cc(-c2ccccc2)nc(-n2cncn2)n1	-1%	4	35	5%
CCOc1ccc(/C=C/[N+](=O)[O-])c2ccccc12	?	13	16	?
Cc1ccccc1N(CC(=O)NCc1ccncc1)S(C)(=O)=O	3%	-1	20	-3%
O=C(O)c1cc2ccccc2n1-c1ccccc1	-4%	-11	15	-8%
O=C(c1ccc(Cl)s1)N1CCN(c2nc3ccccc3s2)CC1	1%	9	-11	6%

Six compounds already listed, sorted by their value in PNC assembly inh, low to high:
SMILES	ALOX12 inhib	IMPase inh	PNC assembly inh	ALOX15B inhib
O=C(c1ccc(Cl)s1)N1CCN(c2nc3ccccc3s2)CC1	1%	9	-11	6%
O=C(CN1C(=O)c2ccccc2C1=O)N1CCN(c2ccccn2)CC1	1%	0	-6	-3%
CCN(CC)CCOCCOc1ccccc1F	3%	1	-1	-1%
Cc1c(NC(=S)N/N=C/c2ccc(N(C)C)cc2)c(=O)n(-c2ccccc2)n1C	-2%	/	14	/
O=C(O)c1cc2ccccc2n1-c1ccccc1	-4%	-11	15	-8%
FC(F)(F)c1cc(-c2ccccc2)nc(-n2cncn2)n1	-1%	4	35	5%

(cont.)
SMILES	ALOX12 inhib	IMPase inh	PNC assembly inh	ALOX15B inhib
Cc1sc(NC(=O)Cc2ccc3c(c2)OCO3)nc1-c1ccc2c(c1)CCN2C(=O)c1ccccc1F	-2%	-1	4	/
CCCn1nc(C(=O)Nc2cc(C(=O)OC)ccc2C)c2ccccc2c1=O	-2%	15	20	-2%
Cc1noc(N)c1C(=O)Nc1ccc(F)cc1	0%	-2	23	12%
O=C(COC(=O)c1cccc(Cl)c1Cl)NCCN1C(=O)CSC1=O	0%	/	-21	/
C/C(Cn1nc([N+](=O)[O-])cc1C)=N\NC(=O)c1ccc(O)cc1O	2%	7	48	1%
Cc1cc(N2CCCC2)nc(-c2ccccc2O)n1	-1%	-4	?	-3%
COc1cc(/C=N/NC(=O)COc2cccc(F)c2)ccc1OS(=O)(=O)c1ccc(C)cc1	-4%	/	7	/
COc1ccccc1N(CC(=O)NC1CCCCC1)C(=O)CCC(=O)Nc1ccccn1	-4%	18	-8	0%
O=C(c1ccc(-n2cnnn2)cc1)N1CCN(C(c2ccccc2)c2ccccc2)CC1	-3%	20	-100*	-1%
CCOC(=O)C1CCN(Cc2ccc(F)c(Br)c2)CC1	-4%	-3	57	-13%
CCOC(=O)c1cnc2ccc(F)cc2c1Nc1ccc2c(c1)OCCO2	-1%	7	?	/
Cc1cc(C)n2nc(S(=O)(=O)N(C)c3ccccc3)nc2n1	5%	-1	-26	-1%
COc1ccc(CNC(=O)c2cc(-c3ccccc3O)n[nH]2)cc1	2%	-13	4	-3%
Cc1cc(=O)oc2cc(OCC(O)CN3CCc4ccccc4C3)ccc12 (stereo not given)	5%	-3	36	9%
Cn1c(=O)[nH]c(=O)c2c1nc(CN1CCN(c3cccc(Cl)c3)CC1)n2Cc1ccccc1Cl	-8%	9	?	-4%
CN(C)CCCNCCCNC(=O)c1ccco1	3%	-3	24	14%
Cc1ccc(C(=O)NCC(=O)OCC(=O)Nc2cc(C)c(C)cc2[N+](=O)[O-])cc1	-6%	/	-19	/
COC(=O)c1ccccc1NC(=S)NC(NC(=O)c1ccco1)C(Cl)(Cl)Cl (stereo not given)	-12%	-3	30	-23%
Clc1cccc(N/N=C/c2ccc(N3CCOCC3)cc2)c1	?	10	19	?
O=C(NNC(=O)c1ccccc1[N+](=O)[O-])c1cnccn1	3%	-6	20	-13%

Whole records as entered above. Order of values: ALOX12 inhib	IMPase inh	PNC assembly inh	ALOX15B inhib
O=C(c1ccc(-n2cnnn2)cc1)N1CCN(C(c2ccccc2)c2ccccc2)CC1 across the screens: -3%	20	-100*	-1%
Cc1cc(=O)oc2cc(OCC(O)CN3CCc4ccccc4C3)ccc12 (stereo not given) across the screens: 5%	-3	36	9%
Nc1nnnn1NCc1cccc(OCc2ccccc2)c1 across the screens: 10%	-1	12	5%
Cc1ccccc1N(CC(=O)NCc1ccncc1)S(C)(=O)=O across the screens: 3%	-1	20	-3%
O=C(O)c1cc2ccccc2n1-c1ccccc1 across the screens: -4%	-11	15	-8%

(continued)
SMILES	ALOX12 inhib	IMPase inh	PNC assembly inh	ALOX15B inhib
N#CCCn1cc(C=C(C#N)C#N)c(-c2ccc(-c3ccccc3)cc2)n1	-3%	/	10	/
Cc1ccc(N(CC(=O)O)C2SC(=O)NC2=O)cc1 (stereo not given)	1%	0	39	-1%
COc1ccc(C(=O)NNC(=O)c2ccccc2[N+](=O)[O-])cc1Br	2%	/	3	/
Cn1c(CO)cnc1SCc1ccc([N+](=O)[O-])cc1	5%	-4	6	-3%
Cc1nc2n[nH]c(N)c2c2c1COC(C)(C)C2	0%	-8	6	-13%
CCc1ccccc1NC(=O)c1ccc(F)c(S(=O)(=O)N2CCC(C(N)=O)CC2)c1	2%	-3	-2	-4%
O=C(/C=N/O)NCCCN1CCCCCC1	6%	1	?	10%
COCc1[nH][nH]c(=O)c1C=Nc1ccc(F)cc1F	-4%	-6	-9	-5%
O=C1Cc2ccccc2N1c1ccccc1	0%	5	-2	-6%
COC(=O)c1ccc(C(NC(=O)OCc2ccccc2)/C(=C/[C@@H](C)C(=O)Nc2ccc(OC)cc2)c2cccnc2)cc1 (stereo not given in full)	1%	/	/	5%
CCOC(=O)C1=C(C)NC(C)=C(C(=O)OC)C1c1cccc(Cl)c1Cl (stereo not given)	-10%	/	?	/
Cc1ccc(C(=O)NC(NCC2CCCO2)C(Cl)(Cl)Cl)cc1 (stereo not given)	0%	-3	?	/
Cc1nc2ccccc2c2oc(C(=O)NC3CC3)cc12	8%	14	-21	3%
Cc1ccc(NC(=O)c2ccc3nc[nH]c3c2)cc1C	2%	4	?	/
Cc1ccccc1OCc1nnc(SCC(=O)NCc2ccccc2)n1C	-2%	5	1	-8%
Cc1cc2n(n1)C(c1ccc(N(C)C)cc1)Nc1ccccc1-2 (stereo not given)	-3%	-4	89	-2%
O=C1CC(CCC(=O)NC2CC2)c2ccccc2N1 (stereo not given)	0%	2	3	2%
O=C(c1ccco1)N1CCC2(CCN(Cc3cc(C(F)(F)F)cc(C(F)(F)F)c3)CC2)CC1	3%	/	/	36%[activator]
Cc1cccc(C)c1NC(=O)N1CC=C(n2c(=O)[nH]c3ccccc32)CC1	-7%	7	-4	-3%
Cc1ccc(-c2nnn3c2nc(NCCc2ccc(S(N)(=O)=O)cc2)c2ccccc23)cc1	-2%	/	10	/
COc1ccccc1CCNC(=O)c1ccoc1C	-6%	0	19	2%
O=c1[nH]c(CN(CCc2ccccc2)S(=O)(=O)c2ccc(Cl)cc2)nc2ccccc12	2%	/	38	/
COc1ccc(CCNc2oc(-c3ccco3)nc2C#N)cc1	-6%	-13	-100*	/
CC1=C(C(=O)Nc2ccc(F)cc2)C(c2ccc(C)o2)C2=C(CC(C)(C)CC2=O)N1 (stereo not given)	5%	-4	?	1%
CCOC(=O)c1c(C(=O)OCC)c(C)n(CCc2ccc(OC)c(OC)c2)c1C	0%	/	23	/
CC(C)Sc1cc(N2CCOCC2)nc(-c2ccc(Cl)cc2)n1	-8%	-13	54	6%
COc1ccc(C2CCN(Cc3cccnc3)CC2O)cc1 (stereo not given)	-2%	1	43	2%
CCOC(=O)c1nc2cc3n(c(C)c-2c1C)C(C)C(C)=C3C (stereo not given)	0%	12	-4	6%
CCc1ccccc1NC(=S)N(Cc1cccnc1)Cc1ccco1	1%	/	?	/
COc1cccc(C(=O)NC(=S)N2CCN(c3ccc(C(F)(F)F)cc3[N+](=O)[O-])CC2)c1	5%	/	-2	/
Cc1ccc(NC(=O)c2ccnc(C(C)(C)C)c2)cc1	1%	2	-4	/
O=C(O)C1C2C=CC(C3CC23)C1C(=O)O (stereo not given)	-6%	8	-26	/
COC(=O)c1cccc(C23CC4(C2)[C@H](CN(CC2CCCCC2)[C@@H]4c2ccccc2)C3c2ccc(Cl)nc2)c1 (stereo not given in full)	-12%	/	/	10%
c1ccc(Nc2nc3ccccc3o2)cc1	-3%	-1	-24	4%
O=C(Nc1ccc(N2CCCCC2)cc1)c1cncc(Br)c1	-4%	7	41	-11%
Cc1nn(CC(=O)N/N=C/c2ccc3c(c2)OCO3)c(C)c1Br	-4%	-6	?	/
O=C(COc1ccc2c(c1)C(=O)CC1(CCCCC1)O2)NCc1ccccn1	3%	-1	?	4%
O=C1/C(=C/c2cccc3ccccc23)CCCc2ccccc21	-2%	9	299	/
CCCCOC(=O)Nc1cc(C)c(Cl)cc1OC	-6%	-2	37	0%
CCOc1ccccc1Nc1ncnc2ccccc12	-2%	-4	7	-6%
O=C(CS(=O)(=O)Cc1ccccc1)Nc1cccnc1	1%	2	0	-6%
COc1c(F)c(F)c(C(=O)O)c(Nc2ccccc2)c1F	8%	-1	37	-11%
O=c1[nH][nH]cc1C=Nc1ccccc1O	-1%	11	4	9%
O=C(COC(=O)C1COc2ccccc2O1)NC1CCS(=O)(=O)C1 (stereo not given)	0%	-10	-20	5%
Cc1csc(NC(=O)c2cccn2C)n1	3%	-3	19	6%
NS(=O)(=O)c1ccc(CNC(=O)c2ccc(Cl)cc2[N+](=O)[O-])cc1	-2%	/	55	/
O=C(CCc1ccccc1)NCCCN1CCOCC1	0%	15	18	11%

Screening results from PubChem.
